FBW7 act – human FBW7 E3 ligase activation, primary screen; 0.13% of 650,000 active; AlphaScreen FBW7–phospho-cyclin E peptide binding, activator screen; normalized activity (activation), % at 26.1 µM; Q969H0; in the data active means normalized activity above about 1.9%;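 further: purified mutant Fbw7 with reduced substrate affinity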
Target sequence (Q969H0 whole entry, looked up): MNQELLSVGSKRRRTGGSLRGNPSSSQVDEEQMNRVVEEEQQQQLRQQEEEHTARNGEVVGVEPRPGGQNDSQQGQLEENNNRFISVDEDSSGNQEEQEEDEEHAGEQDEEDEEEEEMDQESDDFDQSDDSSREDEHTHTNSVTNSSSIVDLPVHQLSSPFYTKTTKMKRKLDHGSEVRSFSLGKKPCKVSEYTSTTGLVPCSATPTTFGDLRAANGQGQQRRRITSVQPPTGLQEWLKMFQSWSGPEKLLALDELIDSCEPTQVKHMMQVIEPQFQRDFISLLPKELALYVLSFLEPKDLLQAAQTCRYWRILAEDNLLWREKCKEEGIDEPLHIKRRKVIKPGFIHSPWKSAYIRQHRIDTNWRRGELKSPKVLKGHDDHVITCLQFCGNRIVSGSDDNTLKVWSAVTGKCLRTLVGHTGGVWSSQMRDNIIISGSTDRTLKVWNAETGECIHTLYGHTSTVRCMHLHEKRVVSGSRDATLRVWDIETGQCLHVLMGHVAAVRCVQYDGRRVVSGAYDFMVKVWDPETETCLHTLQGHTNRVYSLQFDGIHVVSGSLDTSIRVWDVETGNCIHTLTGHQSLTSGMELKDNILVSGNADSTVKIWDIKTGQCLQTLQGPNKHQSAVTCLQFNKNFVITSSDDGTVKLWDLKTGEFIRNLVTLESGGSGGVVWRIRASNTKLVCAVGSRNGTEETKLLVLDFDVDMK
MITF inh – blocks human microphthalmia-associated transcription factor; AID 1259374; 0.91% of 650,000 active; inhibition, % at 2.6 µM; O75030; AlphaScreen MITF homodimerization, bead proximity signal; in the data active means inhibition above about 50%;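 further: 0% = vehicle wells with protein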
TEAD-YAP inh – TEAD-YAP interaction inhibition; inhibition, % at 9.12 µM; HEK-TIYL cells, TEAD-Gal4/YAP UAS-luciferase luminescence; 1.4% of 640,000 active; AID 1259422; in the data active means inhibition above about 32%;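 further: 0% = median of test compound wells and 100% = reference inhibitor wells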
GPR151 ag – activates the human receptor GPR151. 1% of 650,000 active. activation, % at 11.2 µM. Q8TDV0. PathHunter beta-arrestin GPR151 cells, luminescence; in the data active means activation above about 4.9%;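 further: 0% = median of compound wells and 100% = cells with positive control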
* marks the source's active call; other numbers are inactive results; / = not tested or not shown; & = joins results of further samples. An unsorted share of the library; overall some 3.4% were active at least once.

Fields – FBW7 act, MITF inh, TEAD-YAP inh, GPR151 ag
- Cc1ccc2oc(=O)c3cnn(CC(=O)NCCCN4CCc5ccccc5C4)c3c2c1
→ 0.2, 12, 0, -0.3
- CCOC(=O)CSc1nc2cc(C(=O)Nc3cc(C)cc(C)c3)ccc2c(=O)n1-c1ccccc1
→ -0.1, -5, -3, 1.4
- O=C(COc1ccc(Cl)cc1)NCc1ccccn1
→ 0.0, -1, 9, 0.7
- CCCCC(=O)Nc1ccc(C(=O)N2CCN(c3ccc([N+](=O)[O-])cc3)CC2)cc1
→ -0.2, -6, 21, -0.5
- COc1ccccc1/C=C/CNn1c(-c2ccc(OC)c(OC)c2)nc2ccccc2c1=O
→ 0.0, 6, 7, 0.4
- Cc1cccc(NC(=O)CSc2nc(=O)n(Cc3ccccn3)c3c2CCC3)c1C
→ 0.0, 10, 14, -0.9
- CCNc1nc(NCC)n2c(SCC(=O)Nc3cccc(OC)c3)nnc2n1
→ -0.1, 31, -5, -0.7
- COCCNC(=O)C(=O)Nc1ccccc1OC
→ 0.0, 4, 1, -1.0
- CN1CCCC(OC(=O)COc2ccc(Br)cc2)C1 (stereo unspecified)
→ 1.1, 17, 9, -2.7
- CC1CN(CCO)Cc2cc(Cl)ccc2O1 (stereo unspecified)
→ -0.1, 3, 1, -0.4
- COc1ccccc1-c1cnc2c(Nc3ccc(C(C)C)cc3)nccn12
→ -0.3, 13, -60, 0.0
- O=C(N/N=C/C1CC=CCC1)c1ccccc1O (stereo unspecified)
→ 0.1, -2, -39, -0.3
- COC(=O)c1ccc(CNC(=O)CC2C(=O)NCCN2Cc2ccccc2C)cc1 (stereo unspecified)
→ -0.1, -3, 10, 0.6
- O=C(CSc1ncc(-c2ccccc2)[nH]1)N1CCCc2ccccc21
→ 0.1, 5, -8, 1.8
- COc1ccc(Cl)cc1N=c1oc2c(C)ncc(CO)c2cc1C(=O)Nc1ccccc1
→ -0.1, 3, 4, 0.4
- O=C(Nc1cccnc1)c1cc(-c2ccc(F)cc2)no1
→ 0.5, 2, -8, -3.0
- CC(=O)c1ccc(NC(=O)CSc2nc3ccc(N4C(=O)c5ccccc5C4=O)cc3s2)cc1
→ -0.1, -1, -42, 0.9
- Cc1nc2cc(CC(=O)O)ccc2s1
→ 0.0, -11, -10, 4.6
- CC(C)C(NC(=S)NCc1ccccc1)C(=O)O (stereo unspecified)
→ 0.0&-0.1, -4&-6, -2&-5, -0.7&0.1
- Cc1cc(C(=O)N/N=C/c2cc(Br)cc(I)c2O)n[nH]1
→ -0.8, 20, 19, 0.8

Looked up by compound from the list above, two records:
Fields – FBW7 act, MITF inh, TEAD-YAP inh, GPR151 ag
- Cc1cc(C(=O)N/N=C/c2cc(Br)cc(I)c2O)n[nH]1
→ -0.8, 20, 19, 0.8
- COc1ccc(Cl)cc1N=c1oc2c(C)ncc(CO)c2cc1C(=O)Nc1ccccc1
→ -0.1, 3, 4, 0.4

(further entries)
Fields – FBW7 act, MITF inh, TEAD-YAP inh, GPR151 ag
- COC(=O)Nc1ccc(S(=O)(=O)O/N=C2/C=CC(=O)C=C2C)cc1
→ -0.1, 8, -16, -0.4
- O=C1CCCC2=C1C(c1ccco1)C1=C(N2)c2ccccc2C1=O (stereo unspecified)
→ -0.2, -10, 1, -0.1
- Cc1ccc(C(=O)Nc2ccc(N3C(=O)c4cccc5cccc(c45)C3=O)cc2)cc1
→ 0.0, 10, 0, 0.0
- CC1CCC(NC(=O)CN(C)S(=O)(=O)c2cc(Br)cnc2N)CC1 (stereo unspecified)
→ -0.2, 9, 8, 1.0
- COc1ccc(CCNC(=O)/C=C/c2cccc([N+](=O)[O-])c2)cc1
→ -0.2, -3, -3, -1.5
- COC(=O)c1ccc(-c2csc(NC(=O)c3ccc(C(=O)c4ccccc4)cc3)n2)cc1
→ 0.1, -1, 2, 0.0
- CN(C)c1cccc(Nc2ccnc3c(-c4ccc(C(=O)NC5CC5)cc4)cnn23)c1
→ -0.1, 11, 6, 0.4
- COc1cc(NC(=O)COC(=O)c2ccc([N+](=O)[O-])o2)cc(OC)c1
→ 0.1, 13, 9, 0.1
- C=CCS(=O)(=O)N1CCC(CCOc2ccccc2)(C(=O)OCC)CC1
→ -0.1, 4, -17, 0.7
- Cc1cc(C)n2nc(CNS(=O)(=O)c3ccc(C)c(C)c3)nc2n1
→ -0.1, 7, -1, -0.9
- Cc1cccc(NC2=NC(=S)N(c3ccc(Br)cc3)C23CCCCC3)c1
→ 0.0, 6, 5, 1.9
- Cc1cc(C)cc(CC(C(=O)Nc2ccc(I)cc2)C(C)C(=O)O)c1 (stereo unspecified)
→ 0.3, 9, -7, 0.0
- CCOC(=O)CCN(Cc1cc(OC)ccc1OC)S(=O)(=O)c1ccc(Br)cc1
→ 0.0, 18, 0, -2.1
- COc1ccc(-c2noc(CCC(=O)N(C)c3cc(C)ccc3C)n2)cc1
→ 0.6, 6, 1, -0.8
- CCCSc1nnc2c(n1)OC(/C=C/c1ccco1)Nc1ccc(Br)cc1-2 (stereo unspecified)
→ 0.2, 11, -8, 1.8
- OC(c1cccnc1)c1ccc2c(c1)CN(C1CCC1)CCO2 (stereo unspecified)
→ 0.0, 1, 7, -0.1
- CCn1c(C(=O)O)c(CC(=O)NCc2ccccn2)c2ccccc21
→ -0.1, 2, -14, -1.6
- Cc1ccc(N(CC(=O)Nc2cc(Cl)ccc2C)S(C)(=O)=O)cc1C
→ 0.0, 6, 3, -1.2
- COc1cccc(CN[C@H]2C[C@H]3C(=O)N[C@@H](CCCCN)C(=O)N3C2)c1
→ -0.2, -2, 2, 1.8
- CCOc1ccc(C(=O)Nc2sc3c(c2C(N)=O)CCN(C(C)C)C3)cc1
→ 0.0, 19, -2, -2.3
- COc1cc(/C=C2\SC(NC(C)=O)=NC2=O)ccc1OCc1c(F)cccc1Cl
→ 0.7, 2, -11, 0.2
- COc1cc(C2CC(=O)Nc3c2ccc2ccccc32)c(Cl)cc1OCC(N)=O (stereo unspecified)
→ -0.1, 5, 17, 1.7
- COc1ccc(CCn2c(SCC(=O)NCc3ccccc3)nc3ccsc3c2=O)cc1OC
→ 0.2, 4, 24, -0.5
- CCc1ccc(NC(=O)CCc2nc3ccccc3[nH]2)cc1
→ 1.4, 3, -6, -1.0
- COc1cccc(-n2c(=O)c3sccc3n(CC(=O)NCc3ccc(C)cc3)c2=O)c1
→ -0.1, -1, 6, 0.0
- O=C(Nc1ccc(S(=O)(=O)N2CCCCC2)cc1)c1snc2ccc(Cl)cc12
→ -0.2, 7, 5, 0.3
- NC(=O)c1sc2cc(F)ccc2c1Cl
→ 0.7, 13, -6, -1.1
- COc1ccc2cccc(NC(=O)Cn3ccc4ccccc43)c2n1
→ -0.2, 1, -4, 1.1
- COC(=O)c1ccc(NC(=O)CSc2nc3cc4c(cc3cc2C#N)OCO4)cc1
→ -0.2, -4, 13, -0.5
- Cc1ccc(S(=O)(=O)N2CCN(C(=O)c3ccccc3)CC2)c(C)c1NS(C)(=O)=O
→ -0.1, 5, -17, 0.8

A stretch from further up:
Fields – FBW7 act, MITF inh, TEAD-YAP inh, GPR151 ag
- CCOc1ccc(C(=O)Nc2sc3c(c2C(N)=O)CCN(C(C)C)C3)cc1
→ 0.0, 19, -2, -2.3
- COc1cc(/C=C2\SC(NC(C)=O)=NC2=O)ccc1OCc1c(F)cccc1Cl
→ 0.7, 2, -11, 0.2
- COc1cc(C2CC(=O)Nc3c2ccc2ccccc32)c(Cl)cc1OCC(N)=O (stereo unspecified)
→ -0.1, 5, 17, 1.7
- COc1ccc(CCn2c(SCC(=O)NCc3ccccc3)nc3ccsc3c2=O)cc1OC
→ 0.2, 4, 24, -0.5
- CCc1ccc(NC(=O)CCc2nc3ccccc3[nH]2)cc1
→ 1.4, 3, -6, -1.0
- COc1cccc(-n2c(=O)c3sccc3n(CC(=O)NCc3ccc(C)cc3)c2=O)c1
→ -0.1, -1, 6, 0.0
- O=C(Nc1ccc(S(=O)(=O)N2CCCCC2)cc1)c1snc2ccc(Cl)cc12
→ -0.2, 7, 5, 0.3
- NC(=O)c1sc2cc(F)ccc2c1Cl
→ 0.7, 13, -6, -1.1
- COc1ccc2cccc(NC(=O)Cn3ccc4ccccc43)c2n1
→ -0.2, 1, -4, 1.1
- COC(=O)c1ccc(NC(=O)CSc2nc3cc4c(cc3cc2C#N)OCO4)cc1
→ -0.2, -4, 13, -0.5
- Cc1ccc(S(=O)(=O)N2CCN(C(=O)c3ccccc3)CC2)c(C)c1NS(C)(=O)=O
→ -0.1, 5, -17, 0.8

Other structures.
Fields – FBW7 act, MITF inh, TEAD-YAP inh, GPR151 ag
- Cc1cc(/C=C2/C(=O)NC(=O)N(C)C2=O)c(C)n1-c1ccc(Cl)cc1
→ 0.2, 10, 6, 1.1
- Cc1ccccc1C1(CC(=O)N2CCN(C3CCCCC3)CC2)CC(=O)N(C2CC2)C1=O (stereo unspecified)
→ -0.1, -4, -1, -0.2
- CCCCNC(=S)N/N=C/c1ccc(C#N)cc1
→ 0.0, 7, 18, 0.9
- Cn1c(SCC(=O)NC(=O)Nc2ccc3c(c2)OCCO3)nnc1C(F)(F)F
→ 0.0, 13, -8, 0.6
- O=S(=O)(NCCCN1CCCCCC1)c1ccc(Cl)s1
→ 0.0, 6, 5, -1.5
- OC1CCN(c2nc3nonc3nc2NCc2ccccc2)CC1
→ -0.2, 6, 2, 4.5
- O=C(O)c1cccc(CSc2n[nH]c(-c3ccco3)n2)c1
→ 0.3, 15, -1, 0.5
- Cc1cccc(C(=O)N[C@H](C(=O)NNC(=O)c2ccc(Cl)cc2)C(C)C)c1
→ -0.1, 0, -1, 0.1
- O=CN1CCN(Cc2ccccc2Cl)CC1
→ 0.0, 3, -4, -0.3
- O=C1OC(CN2CCOCC2)CN1/N=C/c1ccc([N+](=O)[O-])o1 (stereo unspecified)
→ 0.0&-0.1, -4&7, 3, 1.6&0.0
- Cc1csc(NC(=O)CSc2nnc(-c3ccccc3)n2C)n1
→ 0.8, 12, 4, 0.5
- CCc1ccc(NS(=O)(=O)c2ccc(Cl)cc2)cc1
→ 0.1, -20, 1, 5.4*
- CC[n+]1c(/C=C2\Sc3ccc(C)cc3N2CCO)ccc2ccccc21
→ -0.3, 19, 80*, 5.4*
- CC(C)NC(=O)CCC(=O)N1CC(C)Sc2ccccc21 (stereo unspecified)
→ 0.1, 4, 1, 1.2
- c1ccc2sc(C3CCN(Cc4nnnn4C4CC4)CC3)nc2c1
→ 0.9, 21, -10, 0.3
- CCCNC(=O)c1ccc2c(c1)ncn2-c1ccc(C)c(Cl)c1
→ 0.1, 19, 1, -2.3
- COC(=O)c1sc(=S)n(-c2cc(C)ccc2C)c1N
→ -0.1, -5, 2, -1.3
- CC(=O)Nc1cccc(Oc2nc(C)nc3sc4c(c23)CCC4)c1
→ 0.1, -3, -5, 0.3
- Cc1cc(OCCCN2CCOCC2)cc(C)c1Cl
→ -0.1, 21, -4, 0.2
- CC(=O)NC(CC(C)C)c1nnc2n1CCN(Cc1cccnc1)CC2 (stereo unspecified)
→ 1.1, 22, -3, -0.2
- CCN(CC)S(=O)(=O)c1cc(C(=O)Oc2ccc(Br)cc2)ccc1Br
→ 0.0, -10, 0, 1.1
- c1nc(NC2CC2)cc(N2CCN(Cc3ccc4c(c3)OCO4)CC2)n1
→ 0.0, 10, -3, -0.3
- COC(=O)C(NC(=O)c1ccc(S(=O)(=O)N2CCCCC2)cc1)C(C)C (stereo unspecified)
→ -0.1, -1, 6, 0.0
- CC(C)CC[C@@H](O)[C@@H](C)C1CCC2C3CC=C4C[C@@H](O)CC[C@]4(C)C3CC[C@@]21C (stereo partly specified)
→ /, -9, /, 0.5
- O=C(CC1C(=O)NCCN1Cc1ccc(Cl)c(F)c1)NCCn1ccc2ccccc21 (stereo unspecified)
→ -0.1, 2, 2, 1.2
- CC1CCN(Cc2nnnn2CCCC(=O)N2CCN(CC(=O)N(C)C)CC2)CC1
→ 0.2, -1, -4, -1.5
- CCCCn1c(CNC(=O)c2ccc(OC)cc2)nnc1SCC(=O)Nc1sc2c(c1C(=O)OCC)CCCCC2
→ -0.1, -7, -12, 0.9
- COCCN(C(=O)CCC(=O)NCc1cccc(C(F)(F)F)c1)C1CCN(C)CC1
→ 0.2, 7, -3, -0.3
- COCc1cc(C)nc2sc(-c3nc4ccccc4[nH]3)c(NC(C)=O)c12
→ -0.1, 6, -3, 2.1
- Cc1ccccc1Nc1cc(N2CCCCC2)c2nonc2c1[N+](=O)[O-]
→ 0.5, -13, -10, -0.5
- CC(=O)Nc1ccc(OCc2ccc(F)cc2)cc1
→ -0.1, -4, -57, -3.0
- CCOC(=O)c1ccc(NC(=O)c2sc3nc4n(c(=O)c3c2C)CCCC4)cc1
→ 0.0, -6, -8, -0.9
- COc1ccc(C2=NOC(C(=O)N3CCCC3)C2)cc1OC (stereo unspecified)
→ 0.0, -43, -6, -0.5
- CN(C(=O)Cn1cccn1)C(Cc1ccccc1)C1CCN(C(=O)c2ccncc2)CC1 (stereo unspecified)
→ 0.2, 10, -10, -1.5
- c1ccc(-c2cn(-c3ccccc3)c3ncnc(NCc4cccs4)c23)cc1
→ -0.1, 9, -16, 0.6
- O=C(c1cc2nc3c(c(C(F)(F)F)n2n1)CCc1ccccc1-3)N1CCCCCC1
→ 0.1, -1, -5, -0.7
